Screening results: PubChem, National Center for Advancing Translational Sciences (NCATS)
D1 agonist = Allosteric Agonists of the Human D1 Dopamine Receptor: qHTS; D(1A) dopamine receptor (Homo sapiens), P21728; HEK293 T-REx D1 cells, calcium flux, agonist mode; activation, % at 2 µM; hit rate 1% among 360,000; AID 504660, 2011; also: 0% is about no effect
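Inducible HEK293 T-REx D1 cells, force-coupled to calcium signalling, were plated at 4000 cells/well with tetracycline and held overnight at 30 C. After no-wash calcium dye loading, compound-evoked calcium rise over 180 s flagged agonists.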
D2 antagonist = HTS Assay for Allosteric Antagonists of the Human D2 Dopamine Receptor: Primary Screen for Antagonists | D(2) dopamine receptor (Homo sapiens), P14416 | inhibition, % at 10 µM | hit rate 2% among 340,000 | HEK293 TREx D2 cells, calcium flux, dopamine EC80; in the data active = inhibition above about 30%; also: 0% is about no effect
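Inhibition of EC80 dopamine-driven calcium flux, recorded kinetically, defines activity here; cells are a tetracycline-induced HEK293 T-REx line expressing force-coupled D2.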
D2 PAM = HTS Assay for Positive Allosteric Modulators of the Human D2 Dopamine Receptor: Primary Screen for Potentiators. D(2) dopamine receptor (Homo sapiens), P14416. HEK293 T-REx D2, calcium flux, EC20 dopamine potentiation. potentiation, % at 10 µM. hit rate 0.34% among 340,000. AID 485347, 2010;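 active = potentiation over 3 SD above the plate norm, cut at about 30% in these data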; also: 0% is about no effect
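Cells plated with tetracycline inducer and held overnight at 30 C; calcium dye loaded 30–90 min at room temperature; baseline taken, compound added and read 180 s; EC20 dopamine then added and read 180 s.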
RXFP1 antag = qHTS Assay for Antagonists of the Relaxin Receptor RXFP1. Relaxin receptor 1 (Homo sapiens), Q9HBX9. HEK293-RXFP1, relaxin-stimulated cAMP HTRF, 30 min; stronger effect = lower value. activity change, negative = inhibition, % at 57.5 µM. hit rate 0.59% among 350,000. AID 1259400, 2018;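 active = activity change of -60% or lower, but not beyond a set lower limit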; also: % is scaled to controls: 0 for no effect and ±100 for the full control effect
Target sequence (Q9HBX9 whole entry, looked up): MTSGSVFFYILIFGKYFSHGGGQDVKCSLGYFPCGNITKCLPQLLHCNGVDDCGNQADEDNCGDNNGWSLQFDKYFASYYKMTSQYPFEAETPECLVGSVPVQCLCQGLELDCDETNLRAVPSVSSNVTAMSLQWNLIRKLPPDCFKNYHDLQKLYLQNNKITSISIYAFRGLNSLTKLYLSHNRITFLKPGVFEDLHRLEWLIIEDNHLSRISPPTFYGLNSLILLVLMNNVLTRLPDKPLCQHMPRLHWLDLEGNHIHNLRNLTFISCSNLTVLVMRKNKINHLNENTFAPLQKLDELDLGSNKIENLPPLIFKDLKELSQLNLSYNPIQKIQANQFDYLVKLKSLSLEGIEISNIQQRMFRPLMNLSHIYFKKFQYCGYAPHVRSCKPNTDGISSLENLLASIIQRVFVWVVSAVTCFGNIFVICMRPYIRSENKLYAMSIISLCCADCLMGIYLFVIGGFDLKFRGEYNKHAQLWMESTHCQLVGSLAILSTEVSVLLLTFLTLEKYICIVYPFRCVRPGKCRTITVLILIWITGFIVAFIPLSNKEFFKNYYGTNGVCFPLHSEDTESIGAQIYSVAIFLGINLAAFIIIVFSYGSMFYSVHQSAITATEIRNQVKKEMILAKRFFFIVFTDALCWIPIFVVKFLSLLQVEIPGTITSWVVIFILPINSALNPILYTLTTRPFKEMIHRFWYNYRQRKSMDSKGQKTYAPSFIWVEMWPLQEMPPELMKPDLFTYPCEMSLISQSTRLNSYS
D2 ag = HTS Assay for Allosteric Agonists of the Human D2 Dopamine Receptor: Primary Screen for Agonists; HEK293 T-REx D2 cells, calcium flux agonist mode; activation, % at 2 µM; D(2) dopamine receptor (Homo sapiens), P14416; hit rate 0.53% among 340,000;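 active = activation over 3 SD above normal in the single-dose calcium agonist read, cut at about 30% in these data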; also: 0% is about no effect
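Calcium-flux readout, 1 cycle/sec over 180 s following compound pin transfer, in inducible HEK293 Trex D2 cells (force-coupled); dopamine controls included. Positive calcium responses during this window marked compounds as potential agonists.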
D1 antag = Antagonist of Human D 1 Dopamine Receptor: qHTS; activity change, negative = inhibition, % at 10 µM; hit rate 3.2% among 360,000; D(1A) dopamine receptor (Homo sapiens), P21728; AID 504652, 2011; HEK293 TREx D1 cells, calcium flux, dopamine EC80; stronger effect = lower value; in the data active = activity change below about -30%; also: % is scaled to controls: 0 for no effect and ±100 for the full control effect
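Tetracycline-induced HEK293 Trex D1 cells, force-coupled to calcium, dye-loaded; compounds added and read 180 s, then EC80 dopamine added and calcium flux tracked kinetically another 180 s.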
D1 PAM = Potentiators of Human D1 Dopamine Receptor: qHTS. D(1A) dopamine receptor (Homo sapiens), P21728. HEK293 TREx D1 cells, calcium flux, dopamine EC20 potentiation. potentiation, % at 10 µM. hit rate 0.036% among 360,000; in the data active = potentiation above about 30%; also: 0% is about no effect
TRHR enhancer = qHTS for Small Molecule Agonists and Allosteric Enhancers of Human TRH Receptor: Primary Screen for Enhancers | Thyrotropin-releasing hormone receptor (Homo sapiens), P34981 | TRHR cells, fluo-8 calcium fluorescence, EC20 TRH enhancement | enhancement, % at 2 µM | hit rate 0.66% among 360,000; in the data active = enhancement above about 30%; also: 0% is about no effect
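Enhancer read-out: after compound pinning and an initial kinetic agonist-mode read, an EC20 of TRH (10 nM final) was injected and fluo-8 calcium signal (Ex 480/Em 530) followed at 1 s/cycle for 100 cycles in TRHR-expressing cells.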
TRHR ag = qHTS for Small Molecule Agonists and Allosteric Enhancers of Human TRH Receptor: Primary Screen for Agonists; activation, % at 2 µM; Thyrotropin-releasing hormone receptor (Homo sapiens), P34981; hit rate 0.18% among 360,000; TRHR cells, calcium flux fluo-8, FDSS agonist mode; AID 493084, 2011; also: 0% is about no effect
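Fluo-8-loaded TRHR cells; 10 s baseline, compound added, kinetic Ca2+ fluorescence read 1/s, agonist mode.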
Starred values were filed as active, the others as inactive; / = not tested or not shown. Rule as the data show it, unless noted: active = activation above about 30%; inactive = the rest. The order is random; 7.1% or so of the library scored in one or more.

Sample of the layout:
SMILES	D1 agonist	D2 antagonist	D2 PAM	RXFP1 antag	D2 ag	D1 antag	D1 PAM	TRHR enhancer	TRHR ag
CCOC(=O)N1CCC(NC(=O)CN2C(=O)C(CC)Oc3ccc(C)cc32)CC1 (stereo not drawn)	4	-15	/	15	1.1	7	-1	-4	-1.8
CCOC(CNC(=O)C1CCN(S(=O)(=O)c2ccc3nc4c(c(C(=O)O)c3c2)CC(C)CC4)CC1)OCC (stereo not drawn)	3	-1	3	3	1.3	7	1	15	0.4
COc1ccc(NCc2nnc(SCC(=O)c3ccc(OC)cc3)n2C)cc1	2	-24	7	-15	-1.5	-33*	-9	8	-1.9
C=CCOc1cccc(C(=O)Nc2ncn[nH]2)c1	2	-7	0	1	0.0	7	-1	-1	0.2

This part in full, from the first entry:
SMILES	D1 agonist	D2 antagonist	D2 PAM	RXFP1 antag	D2 ag	D1 antag	D1 PAM	TRHR enhancer	TRHR ag
CCOC(=O)N1CCC(NC(=O)CN2C(=O)C(CC)Oc3ccc(C)cc32)CC1 (stereo not drawn)	4	-15	/	15	1.1	7	-1	-4	-1.8
CCOC(CNC(=O)C1CCN(S(=O)(=O)c2ccc3nc4c(c(C(=O)O)c3c2)CC(C)CC4)CC1)OCC (stereo not drawn)	3	-1	3	3	1.3	7	1	15	0.4
COc1ccc(NCc2nnc(SCC(=O)c3ccc(OC)cc3)n2C)cc1	2	-24	7	-15	-1.5	-33*	-9	8	-1.9
C=CCOc1cccc(C(=O)Nc2ncn[nH]2)c1	2	-7	0	1	0.0	7	-1	-1	0.2
COc1cc(C(C)=O)ccc1OC(=O)C(C)N1C(=O)c2ccccc2C1=O (stereo not drawn)	3	16	-1	16	-0.7	-14	-1	3	-0.4
COc1ccccc1OCc1ccc(C(=O)N/N=C/c2ccco2)cc1	8	44*	-18	-14	0.0	-8	-3	-2	-0.2
CC(C)n1c(SCC(=O)Nc2ccc(F)cc2)nc2c(oc3ccccc32)c1=O	-1	/	1	/	-0.3	0	-9	0	0.3
CCn1cc(C(=O)N2CCCC(N3CCN(c4ccccc4C)CC3)C2)cn1 (stereo not drawn)	1	-9	-13	-29	2.6	0	2	0	-0.4
COCCn1c(SC(C)C(=O)NCC2CCCO2)nc2scc(-c3ccc(F)cc3)c2c1=O (stereo not drawn)	1	-16	-1	-30	0.3	-42*	-9	-5	-0.1
Cc1cccc(N2CCN(C(=O)NC(C)c3ccc(F)c(F)c3)CC2)c1C (stereo not drawn)	4	12	-10	-22	-1.2	0	-1	6	-1.2
CCN(CC)C(=O)c1ccc(NS(=O)(=O)c2ccc(/C=C/C(=O)O)cc2)cc1	3	-20	17	5	2.3	-5	-6	1	0.0
CC1CCN(C(=O)CSc2nc3c(c(=O)n2C)SC(C)C3)CC1 (stereo not drawn)	2	4	-12	-1	-2.1	-10	3	-5	-0.4

Among those listed so far, these contain a furan ring, fused or not:
SMILES	D1 agonist	D2 antagonist	D2 PAM	RXFP1 antag	D2 ag	D1 antag	D1 PAM	TRHR enhancer	TRHR ag
COc1ccccc1OCc1ccc(C(=O)N/N=C/c2ccco2)cc1	8	44*	-18	-14	0.0	-8	-3	-2	-0.2
CC(C)n1c(SCC(=O)Nc2ccc(F)cc2)nc2c(oc3ccccc32)c1=O	-1	/	1	/	-0.3	0	-9	0	0.3

(further entries)
SMILES	D1 agonist	D2 antagonist	D2 PAM	RXFP1 antag	D2 ag	D1 antag	D1 PAM	TRHR enhancer	TRHR ag
Clc1nc(CN2CCCCC2)nc2sc3c(c12)CCCC3	4	-2	-8	-25	0.2	2	-2	5	0.5
Cc1ccc(S(=O)(=O)N2CC(C)C(=O)CC2C)cc1 (stereo not drawn)	1	8	3	8	-1.1	3	-1	15	0.2
O=C(Cc1ccccc1)NC(NC(=S)Nc1cc(Cl)ccc1Cl)C(Cl)(Cl)Cl (stereo not drawn)	0	-2	1	-27	0.4	8	1	3	0.6
COc1ccc(Nc2cccccc2=O)cc1	1	7	-6	3	-0.8	-20	-4	-2	-0.7
Cc1noc(C)c1COc1cccc(C(=O)Nc2ccccc2)c1	2	-18	18	7	-0.2	-7	-7	3	-0.8
N=C1CCCN1CC(=O)c1ccc(Cl)cc1	2	-7	-3	0	0.7	10	-2	-1	0.3
CCCCC(=O)N/N=C(\C)c1cccc(NC(=O)C2CC2)c1	1	0	-3	4	-2.6	15	-10	-2	-0.7
O=C(Nc1ccc([N+](=O)[O-])cc1)c1cc(-c2ccccn2)nc2c(Cl)cccc12	1	15	-1	-15	-0.3	12	0	2	-0.8
CCOc1cc2sc(N3CCC(C(=O)Nc4ccc(C)cc4)CC3)nc2cc1Br	1	/	0	2	0.3	-58*	-4	-8	1.5
COc1ccc(-c2ccc(-c3noc(C)n3)c(OC)n2)cc1	1	12	4	-7	-1.4	6	-4	-6	-1.4
CCC(=O)N1CCc2cc(S(=O)(=O)CCC(=O)N3CCN(c4ccccc4)CC3)ccc21	4	27	23	5	-0.1	-7	-11	-8	-1.0
Cc1cn(S(=O)(=O)c2ccc(Cl)cc2)c(C)n1	3	-10	8	6	-0.6	-2	0	-1	-3.0
CCOC(=O)N1CCC(NC(=O)C(CC(C)C)NC(=O)C2CCC(C)CC2)CC1 (stereo not drawn)	2	-4	-9	-9	-0.3	8	-3	0	-0.9
O=C(NCCCC1CCCC1)C1CCC(=O)N(Cc2cccc(F)c2)C1 (stereo not drawn)	12	6	29	-6	0.9	-3	4	-4	0.2
COc1ccc(NC(=O)Nc2c(C)n(C)n(-c3ccccc3)c2=O)cc1	-2	-15	5	/	0.9	-7	-4	-3	-0.1
Cc1ccccc1/C=N/n1c(C2CCCCC2)n[nH]c1=S	2	-11	-6	-14	0.1	7	-1	0	0.0
CC(NC(=O)c1ccc(Cl)s1)C1CCCO1 (stereo not drawn)	-2	-7	-9	8	0.1	28	-3	-5	0.1
CC(C)CC1=NN2C(=N)/C(=C\c3coc4ccccc4c3=O)C(=O)N=C2S1	61*	-4	2	-12	13	1	-4	14	25
CC(=O)N1CCC2(CC1)CC(=O)c1cc(OCC(=O)NCc3ccc(C)cc3)ccc1O2	-1	-4	18	10	0.8	2	5	5	0.0
Cc1cc(OC(C)C(=O)N(Cc2ccco2)Cc2ccccc2F)cc(C)c1Cl (stereo not drawn)	13	/	5	-72*	0.7	-3	2	-2	3.6
Cc1cccc(C)c1NC(=O)COC(=O)c1ccccc1[N+](=O)[O-]	0	-10	0	5	1.7	3	-6	-2	0.1
Cc1ccc(NC(=O)C2CCN(C(=O)c3ccccc3C)CC2)nc1	1	7	-20	-12	0.5	3	2	16	-0.6
COc1ccc(C(=O)C[n+]2cccc3cc(OC)ccc32)cc1	21	-6	-13	3	0.0	-3	-1	11	-0.6
CCCc1cc(=O)[nH]c(Nc2ccc(O)cc2)n1	2	-6	-2	20	-2.0	-3	-8	-2	-0.2
Cc1cc([N+](=O)[O-])nn1CC(=O)NC1CCCCC1	1	5	-13	3	0.2	-4	-8	4	0.4
COc1cc(S(=O)(=O)NC2CC(C)(C)NC(C)(C)C2)c(OC)cc1Cl	4	0	-4	-7	-0.7	7	2	2	1.8
O=C(OCCOCCN=C1NS(=O)(=O)c2ccccc21)c1ccncc1	2	1	3	3	2.7	5	5	6	2.3
CC(=O)O[C@H]1CC(C)(C)C(=C=C/C(C)=C/C=C/C(C)=C/C=C/C=C(C)/C=C/C=C(\C)C(=O)C[C@@]23O[C@]2(C)C[C@@H](O)CC3(C)C)[C@](C)(O)C1	5	16	7	/	0.4	1	-2	4	0.6
O=c1[nH]c(SCc2nc3c(cnn3-c3ccccc3)c(=O)[nH]2)nc2ccccc12	3	-6	21	-5	-0.1	-9	5	-1	0.7
COc1cc(C2C(C(C)=O)=C(O)C(=O)N2CCN(C)C)ccc1O (stereo not drawn)	1	1	-8	-3	0.5	13	-2	3	0.1
O=C(O)c1ccc2c(c1)SC1=NS(=O)(=O)CCN12	1	14	-2	16	0.2	7	3	1	-0.1
O=C(NC1CCCCC1)c1cc(F)cc2c1OCOC2	0	-2	0	-1	0.4	-3	-5	-3	-0.5
CCCCCCOc1ccc(N2C(=O)CC(N3CCN(C(=O)c4ccco4)CC3)C2=O)cc1 (stereo not drawn)	19	11	0	2	1.6	-41*	-4	0	0.5
O=C(O)COCC(=O)N1CCN(C2c3ccccc3-c3ccccc32)CC1	5	22	0	-18	-0.5	16	2	5	-0.8
O=C(Nc1ccccc1)c1ccc(N2CCN(c3ccccc3)CC2)c(S(=O)(=O)N2CCOCC2)c1	3	-9	2	2	0.1	-10	-13	-3	0.2
COc1ccc(C2=C(C)C(=NCCCN3CCN(c4cc(C)ccc4C)CC3)NS2(=O)=O)cc1	-1	/	1	-17	-0.1	-2	0	2	-0.1
CCCCCC(=O)NNC(=O)Cc1ccc([N+](=O)[O-])cc1	1	/	/	-9	/	-7	-4	1	-0.6
CC(C)(C)C(=O)O/N=C(\N)c1ccc(-c2csnn2)cc1	3	16	11	-16	0.9	24	2	0	0.3
Cc1nc2nc(C)c(NS(=O)(=O)c3ccc(Cl)s3)c(=O)n2[nH]1	-1	-12	-13	0	1.1	-4	-1	-14	0.3
CC(O)c1cccc(NC2=CC(=O)CC(C)(C)C2)c1 (stereo not drawn)	0	/	/	-6	/	-7	11	6	0.4
Cc1oc(-c2cccs2)nc1CN1CCN(Cc2ccc(F)c(F)c2)C(CCO)C1 (stereo not drawn)	1	-22	-22	-10	-0.6	-20	-1	-5	-0.1
O=C(c1ccc(Br)o1)N1CCN(C/C=C/c2ccccc2)CC1	2	-16	-23	-4	-0.5	-17	-6	-4	0.0
O=C(NCCCn1ccnc1)C(=O)c1c[nH]c2ccccc12	3	-12	-8	-11	4.0	-18	-9	2	0.1
Cc1cc(OC(C)C(=O)NCCCn2ccnc2)c2c(C)c(C)c(=O)oc2c1 (stereo not drawn)	0	17	8	16	0.8	7	-3	-4	-0.5
O=C(NCc1n[nH]c(=S)n1-c1ccc(Cl)c(Cl)c1)c1ccco1	2	7	12	0	0.5	14	-2	1	0.5
CC1Sc2ccc(C(=O)NCc3ccccn3)cc2NC1=O (stereo not drawn)	4	-5	5	2	-0.9	1	-7	-2	3.0
CCC(O)CNc1nc(-n2nc(C)cc2C)nc2sc3c(c12)CCCC3 (stereo not drawn)	1	2	-7	/	0.1	3	-8	4	-0.3
CCN(CC)c1ccc(/C=N/N2CCN(Cc3ccccc3)CC2)cc1	3	-30	-18	-15	-0.4	12	-4	1	0.0
